# High-throughput results deposited in PubChem by SRMLSC.
# PostGolgi yeast = growth inhibition of a yeast mutant, post-Golgi transport screen. post-Golgi transport phenotypic cell assay. inhibition, % at 10 µM. actives 0.9% (n = 98,000). AID 739;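 further: yeast cells grown in 1536-well plates; yeast grown about 18 h at 30C before absorbance read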
# PostGolgi ctrl = growth of the yeast control strain, post-Golgi counter-screen. inhibition, % at 10 µM. AID 738. actives 5% (n = 98,000). efflux-deficient yeast background strain, growth absorbance A615, 16 h
# Numbers without * were called inactive. No stated cut-off is given here; in the data, active means inhibition above about 30%; inactive means the rest. These rows are one share of the data. The share of hits here may be higher or lower than overall.
# Under each structure: PostGolgi yeast, PostGolgi ctrl
COc1ccc(NC2CS(=O)(=O)CC2NCc2ccco2)cc1 (centres undefined)
    -2, 5
CC(=O)N1CCCc2cc(S(=O)(=O)N(CC(C)C)CC(C)C)ccc21
    7, 29
CNc1nc2sc3c(c2c(=O)n1C)CC(C)(C)SC3
    -2, 1
C=CCn1c(SCCCc2ccccc2)nc2c1c(=O)[nH]c(=O)n2C
    6, 30
CN1C(=O)NC(c2ccccc2)C2=C1CN(Cc1ccco1)C2=O (centres undefined)
    -6, -4
CCOc1ccccc1NC(=O)Cn1cnc2c(nnn2-c2cccc(OC)c2)c1=O
    6, 2
COCCn1c(SCc2csc(-c3ccccc3)n2)nc2ccccc21
    -1, 30*
COCCCn1c(SCC(=O)N2CCCC(C)C2)nnc1-c1ccco1 (centres undefined)
    -3, 1
Cc1ccc2c(c1)c(C)c(C)n2CC(O)Cn1nc(C)cc1C (centres undefined)
    -10, -7
Oc1ccc(Br)cc1-c1nc2cnccn2c1NC1CCCC1
    6, 63*
CC(=O)Nc1nonc1-n1nnc(C(=O)NCc2ccccc2)c1C
    10, 5
O=S(=O)(Nc1ccc(Cl)c(C(F)(F)F)c1)c1cnc[nH]1
    -1, 4
Cc1ccc(Cn2c(SCCN3CCOCC3)nc3c2c(=O)n(C)c(=O)n3C)cc1
    13, 4
O=C(NC1CCCC1)C(c1ccc(Cl)cc1)N1CCOCC1 (centres undefined)
    -1, -3
O=C1CC(c2ccccc2)n2nc(NC(=O)c3ccccn3)nc2N1 (centres undefined)
    5, 6
Cc1cc(Nc2nc3c(c(=O)n(C)c(=O)n3C)n2C)n(-c2ccc(Cl)cc2)n1
    -9, 3
CC1(C(=O)N(CC(=O)NC2CCCC2)C2CCCC2)CC(=O)N=C2C=CC=CN21 (centres undefined)
    10, 1
COCC(=O)NCc1nc2ccccc2n1Cc1ccccc1F
    12, 8
CCCOC(=O)CCNc1n[nH]c(=O)[nH]c1=O
    -8, -3
N#Cc1cc2c(nc1SCc1cccnc1)CCCC2
    -1, 3
CCOc1ccccc1NC(=O)N1CCC(n2nnc3cc(C)ccc32)CC1
    -1, 8
CCOC(=O)C1CCCN(C(=O)CN2C(=O)C(CC)Oc3ccc(C)cc32)C1 (centres undefined)
    -1, 3
O=C(Nc1ccccc1C(F)(F)F)N1CCN(c2ccc3nnc(-c4ccc(F)cc4)n3n2)CC1
    14, 2
COc1ccc(NC(=O)CSC2CC(=O)N(c3ccc4c(c3)OCCO4)C2=O)cc1 (centres undefined)
    -2, 7
O=c1oc2c(CN3CCOCC3)c(O)c(Cl)cc2c2c1CCC2
    3, 9
CCOC(=O)c1oc2ccc(S(=O)(=O)n3nc(-c4ccc(OC)cc4)cc3N)cc2c1C
    2, 16
CS(=O)(=O)N(CC(=O)NCC1CCCO1)c1cc(Cl)ccc1Cl (centres undefined)
    8, 1
COc1ccc(NC(=O)C(c2ccccc2)N(C)C(=O)c2cnccn2)cc1 (centres undefined)
    27, -1
NC(=O)c1cc(Cc2ccccc2)sc1NC(=O)c1ccco1
    9, 45*
CCC(=O)N1c2ccccc2NC2=C(C(=O)CC(c3ccco3)C2)C1c1ccco1 (centres undefined)
    1, 2
CCOC(=O)C1CCN(S(=O)(=O)c2cccc3nonc23)CC1
    15, 8
CCCCn1nc(CC(=O)O)c2ccccc2c1=O
    7, 1
Cc1ccc(C(C)C)c(OCC(=O)N2CCOCC2)c1
    4, 27
O=C(CCS(=O)(=O)c1ccc(Br)cc1)N1CCN(Cc2ccccc2)CC1
    2, 4
CCOC(=O)C1CCCN(C(=O)c2ccc(CNc3c(N4CCC(C)CC4)c(=O)c3=O)cc2)C1 (centres undefined)
    -7, -11
CCOC(=O)C1CCN(c2nnc(N3CCCC3=O)s2)CC1
    6, 22
C=CCc1cccc2cc(C(=O)NCc3cccnc3)c(=O)oc12
    -21, 2
N#Cc1c(N)nc2c(c1-c1cccnc1)CCCCC2
    0, 21
COc1ccc(C2CC(c3ccccc3C)n3nc(N)nc3N2)cc1 (centres undefined)
    -3, -2
O=C1CCC(=O)N1CNc1cccnc1
    3, -3
CCOCCCn1c(=S)[nH]c2cc3c(cc2c1=O)OCO3
    11, 7
COCCNC(=O)c1noc2c1CCc1cc(OC)ccc1-2
    9, 28
CCN(CC)S(=O)(=O)C1CCS(=O)(=O)C1 (centres undefined)
    -9, -9
C#CCNc1nc(C(C)C)nc2c1nnn2Cc1ccccc1F
    -8, 22
CCn1cc(C(=O)NCc2ccco2)c(=O)c2cc(F)c(N3CCN(C(=O)c4ccco4)CC3)cc21
    0, 8
CN(C)C=NCCn1c(N2CCOCC2)nc2c1c(=O)n(C)c(=O)n2C
    2, 17
O=S(=O)(NCc1csc(-c2ccccc2)n1)c1ccc(Cl)s1
    3, 33*
CCSCCOC(=O)C1=C(C)N(C)C(=O)NC1c1cc(OC)ccc1OC (centres undefined)
    -2, 15
CCN1CCN(C(c2cc3cc4c(cc3[nH]c2=O)OCO4)c2nnnn2C(C)(C)CC)CC1 (centres undefined)
    1, -3
CCOC(=O)Cc1csc(NC(=O)CN2C(=O)c3ccccc3S2(=O)=O)n1
    0, -1
CCOC(=O)C1C(C)N=C2SCC(=O)N2C1c1cccc(Br)c1 (centres undefined)
    4, 7
CC1CCN(CCNC(=O)c2ccc(NC(=O)C3CCCO3)cc2)CC1 (centres undefined)
    -6, -4
C=CCOC(=O)C(C#N)c1nc2ccccc2nc1N1CCN(Cc2ccccc2)CC1 (centres undefined)
    -6, 8
CCSC1=C(C#N)C(c2ccccc2OC)CC(=O)N1 (centres undefined)
    5, 15
Cc1ccc(C)c(Cn2c(=O)n(CCC(=O)NCc3ccco3)c(=O)c3ccccc32)c1
    2, 8
CCOc1ccccc1NC(=O)C1CCCN1C(=O)OCc1ccccc1 (centres undefined)
    0, 12
COc1ccccc1-c1ccc(C(=O)O)o1
    -3, 18
COCc1[nH]nc2c1C(c1ccsc1)C(C#N)=C(N)O2 (centres undefined)
    0, 14
O=S(=O)(NC1CCCC1)c1ccc(S(=O)(=O)N2CCc3ccccc32)cc1
    -10, 10
CCc1ccc2[nH]c(=O)c(CN(Cc3nnnn3C3CCCC3)C3CCCCC3)cc2c1
    -1, 16

# Two compounds drawn at random from the list so far, as already listed:
# Under each structure: PostGolgi yeast, PostGolgi ctrl
CCOC(=O)Cc1csc(NC(=O)CN2C(=O)c3ccccc3S2(=O)=O)n1
    0, -1
COCCNC(=O)c1noc2c1CCc1cc(OC)ccc1-2
    9, 28

# Additional structures.
# Under each structure: PostGolgi yeast, PostGolgi ctrl
Cc1ccc(NC(=O)C2CCN(S(=O)(=O)c3cnc[nH]3)CC2)nc1
    5, 1
O=C(NCc1ccccc1)c1ccc(/C=N/O)nc1
    21, 9
COc1ccc(OCC(=O)Nc2cccc3cccnc23)cc1
    -6, 18
Cn1c(Cn2c(=O)sc3ccccc32)nnc1SCC(=O)Nc1cccc(Cl)c1
    -2, -7
CCN(c1cccc(C)c1)c1ncnc2nc[nH]c12
    -17, 30
c1coc(CSCc2cn3cccnc3n2)c1
    5, 0
O=C(CN1CCN(C(=O)c2c(F)cccc2F)CC1)Nc1ccccc1F
    8, -1
COc1ccc2oc(-c3ccccc3)c(C(N)=O)c2c1
    -5, -3
COc1ccc(CN2CCN(c3ccccn3)CC2)cc1OCc1ccccc1
    0, -10
Cn1c(C(=O)NCc2cccs2)cc2oc3ccccc3c21
    0, 5
Clc1nc2sccn2c1/C=N/n1cnc2ccccc21
    -2, 14
COc1cccc(C(O)c2cnc(C(C)C)n2C)c1OC (centres undefined)
    4, 11
CCOc1ccc(-c2noc(CCC(=O)NC)n2)cc1OCC
    1, -7
CCOc1ccc(CCNS(=O)(=O)c2cnc[nH]2)cc1OCC
    19, -4
CCn1c(=O)n(CC(=O)Nc2cccc(OC)c2)c(=O)c2ccccc21
    -5, 0
Cc1ccc(S(=O)(=O)Cc2cn3cccnc3n2)cc1
    0, 7
Cn1c(C(=O)N2CCc3ccccc3C2)cc2oc3ccccc3c21
    -2, 56*
CCOc1ccc(CCNC(=O)Cc2nn[nH]n2)cc1OCC
    -4, 5
O=C(CSc1n[nH]c(-c2ccco2)n1)N1c2ccccc2Sc2ccccc21
    2, 15
COC(=O)c1ccc(OCC(=O)c2ccc(O)cc2O)cc1
    0, 7

# A draw from above in order of heavy-atom count, low to high.
# Under each structure: PostGolgi yeast, PostGolgi ctrl
c1coc(CSCc2cn3cccnc3n2)c1
    5, 0
O=C(NCc1ccccc1)c1ccc(/C=N/O)nc1
    21, 9
Clc1nc2sccn2c1/C=N/n1cnc2ccccc21
    -2, 14
COc1cccc(C(O)c2cnc(C(C)C)n2C)c1OC (centres undefined)
    4, 11
COC(=O)c1ccc(OCC(=O)c2ccc(O)cc2O)cc1
    0, 7
CCOc1ccc(CCNC(=O)Cc2nn[nH]n2)cc1OCC
    -4, 5
Cc1ccc(NC(=O)C2CCN(S(=O)(=O)c3cnc[nH]3)CC2)nc1
    5, 1
Cn1c(C(=O)N2CCc3ccccc3C2)cc2oc3ccccc3c21
    -2, 56*
CCn1c(=O)n(CC(=O)Nc2cccc(OC)c2)c(=O)c2ccccc21
    -5, 0
O=C(CN1CCN(C(=O)c2c(F)cccc2F)CC1)Nc1ccccc1F
    8, -1
O=C(CSc1n[nH]c(-c2ccco2)n1)N1c2ccccc2Sc2ccccc21
    2, 15
COc1ccc(CN2CCN(c3ccccn3)CC2)cc1OCc1ccccc1
    0, -10

# (further entries)
mol	PostGolgi yeast	PostGolgi ctrl
O=C(NCC(=O)N(c1cccc(F)c1)C(C(=O)NCC1CCCO1)c1ccccc1)c1ccco1 (centres undefined)	-7	-6
Cc1oc(-c2ccccc2F)nc1CS(=O)(=O)CC(=O)N1CCOCC1	-9	15
c1ccc(Cn2nnnc2C(c2cccs2)N2CCc3ccccc3C2)cc1 (centres undefined)	-9	19
CSc1oc(-c2ccccc2)nc1S(=O)(=O)c1ccc(C)cc1	-8	9
CCc1ccccc1NC(=O)CSC1=C(C#N)C(c2ccc(O)c(OC)c2)C2=C(CCCC2=O)N1 (centres undefined)	0	6
CCOC(=O)CSc1ccc2nnc(-c3ccccc3)n2n1	0	11
O=C(Cn1cc2c(n1)CCCCC2)Nc1ccc(F)cc1F	11	12
O=C(C1CCN(S(=O)(=O)c2cnc[nH]2)CC1)N1CCN(Cc2ccc3c(c2)OCO3)CC1	2	10
C=CCn1c(SCC(=O)N2CCOCC2)nc2scc(-c3ccco3)c2c1=O	1	8
CCOc1ccc2nc(NC(=O)COC)sc2c1	-3	26
COc1ccc(S(=O)(=O)Nc2ccccc2C(=O)NC(C)C)cc1OC	5	8
COc1cccc(NC(=O)n2nc(N)cc2-c2ccc(Cl)cc2)c1	4	22
COc1cc(OC)c(NC2c3ccccc3C(=O)N2c2cc(C)ccn2)cc1Cl (centres undefined)	5	33*
O=C(CN1C(=O)C2(OCCCO2)c2ccccc21)NCCc1ccccc1	-5	3
CCN1CCCC1CNS(=O)(=O)c1cc(Br)cc2c1N(C(=O)C1CC1)CC2 (centres undefined)	12	6
CC(C)CCC(CCN1CCOCC1)c1ccc2c(c1)OCO2 (centres undefined)	-5	21
CCNC(=O)CP(=O)(c1ccccc1)c1ccccc1	2	4
CN(Cc1ccccc1)C(=O)C1CCN(Cc2ccc(F)cc2)CC1	7	9
CCC(=O)Nc1nc(C)c(Oc2ccccc2)c(=O)[nH]1	2	11
CCOC(=O)N1CCN(S(=O)(=O)c2ccc3c(c2)SC(C)C(=O)N3)CC1 (centres undefined)	1	-1
Cc1ccc(-c2nc(CS(=O)(=O)CC(=O)N3CC(C)CC(C)C3)c(C)o2)cc1 (centres undefined)	2	4
Cc1nn(C)cc1C1C2=C(CC(C)(C)CC2=O)OC2=C1C(=O)CC(C)(C)C2	-2	-15
COc1ccc(OC)c(NC(=O)CSc2nnc(Cn3c(=O)sc4ccccc43)n2C)c1	5	1
COc1ccc(NS(=O)(=O)c2ccc(OC)c(OC)c2)cc1OC	2	7
CCNC(=O)c1c(C)nc2ccccn12	-2	-4
Cc1cc2c(c(=O)n1CCc1ccccc1)C(C(C)C)C(C#N)=C(N)O2 (centres undefined)	-8	6
Cc1ccc(-c2nnn(CC(=O)N(c3cccc(F)c3)C(C(=O)NC3CCCC3)c3ccco3)n2)o1 (centres undefined)	1	4
CCN(CC)CCN1C(=O)C(=O)/C(=C(/O)c2c(C)[nH]c(C(=O)OC)c2C)C1c1cccc(OC)c1 (centres undefined)	1	9
CC(C)c1[nH]nc2c1C1(CCN(Cc3ccccc3)CC1)C(C#N)=C(N)O2	-3	6
Cc1ccc(S(=O)(=O)N2CCC(C(=O)N[C@@H](C)C(=O)NC3CCCCC3)CC2)cc1	-4	-3
C=CCOC(=O)C1=C(C)NC2(O)c3ccccc3C(=O)C12O (centres undefined)	2	10
COC(=O)C1=CN(CC2CCCO2)C=C(C(=O)OC)C1c1ccsc1 (centres undefined)	-1	10
CCn1c2ccccc2c2cc(NC(=O)COC(=O)C3CCC(=O)N3)ccc21 (centres undefined)	0	-3
COc1ccc(Cc2nc(-c3ccc(Br)cc3)no2)cc1	-9	13
CCn1c(C(=O)NCc2ccccn2)cc2sccc21	-1	-2
CC1CCN(c2c(NCc3ccc(C(=O)NCc4cccnc4)cc3)c(=O)c2=O)CC1	-12	6
CCCc1nc2ccccc2c(=O)n1NC(=O)c1c(O)c2ccccc2[nH]c1=O	17	-12
CCN(CC)C(=O)c1cn(C)c(=O)c2cc(OC)c(OC)cc12	0	5
CCOC(=O)N1CCN(C(=O)C2CCN(C(=O)c3cc4sccc4n3CC)CC2)CC1	0	4
